D1 agonist = Allosteric Agonists of the Human D1 Dopamine Receptor: qHTS | activation, % at 2 µM | HEK293 T-REx D1 cells, calcium flux, agonist mode | D(1A) dopamine receptor (Homo sapiens), P21728 | 360,000 compounds, 1% hits | AID 504660, 2011; in the data active = activation above about 30%; note: 0% is about no effect
Target sequence (P21728 whole entry, looked up): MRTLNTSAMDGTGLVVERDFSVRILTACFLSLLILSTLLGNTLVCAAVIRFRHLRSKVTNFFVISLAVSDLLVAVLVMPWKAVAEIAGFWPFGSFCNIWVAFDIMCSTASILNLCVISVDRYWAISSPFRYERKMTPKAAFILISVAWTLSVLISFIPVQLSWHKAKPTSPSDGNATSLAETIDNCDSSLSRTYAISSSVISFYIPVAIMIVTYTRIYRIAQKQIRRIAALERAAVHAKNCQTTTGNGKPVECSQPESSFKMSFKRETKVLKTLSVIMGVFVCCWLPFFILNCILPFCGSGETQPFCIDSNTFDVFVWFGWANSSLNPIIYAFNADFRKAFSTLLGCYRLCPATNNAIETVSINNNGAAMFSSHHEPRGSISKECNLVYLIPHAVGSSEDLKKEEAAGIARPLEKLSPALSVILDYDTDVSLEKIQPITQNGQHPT
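Agonism was scored from calcium flux recorded over 180 s (1 read/s) after pintool compound addition, following a 10-cycle baseline. Cells were inducible force-coupled HEK293 TREx D1, plated overnight at 30 C and loaded with no-wash calcium dye.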
RXFP1 ag = qHTS Assay for Agonists of the Relaxin Receptor RXFP1. Relaxin receptor 1 (Homo sapiens), Q9HBX9. HEK293T-RXFP1 cAMP TR-FRET, 30 min; response scale: percent of porcine relaxin response, buffer zero. Potency, µM (top dose mostly 57.5 µM), for the others: top-dose activation, hits mostly activators. 370,000 compounds, 0.3% hits. AID 2676, 2010; active = well fitted activation curve with a large enough effect; note: potency is the fitted concentration of half-maximal effect; % is set by controls: 0 for no effect and ±100 for the full control effect; nearly all actives have a fitted effect of over 60% in size; many of its hits are not listed in these tables
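Agonist response is measured as cAMP accumulation in an RXFP1-transfected HEK293T line under PDE4 inhibition. Values are scaled between buffer-only and 29 nM porcine relaxin, and EC50s come from standard Hill equation fits.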
TRHR enhancer = qHTS for Small Molecule Agonists and Allosteric Enhancers of Human TRH Receptor: Primary Screen for Enhancers. Thyrotropin-releasing hormone receptor (Homo sapiens), P34981. TRHR cells, fluo-8 calcium fluorescence, EC20 TRH enhancement. enhancement, % at 2 µM. 360,000 compounds, 0.66% hits. AID 493056, 2011; in the data active = enhancement above about 30%; note: 0% is about no effect
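TRHR-expressing cells loaded with fluo-8 calcium dye were read kinetically (ex 480/em 530) during compound addition, then stimulated with an EC20 of TRH (10 nM final). Enhancement of the Gq-mediated intracellular calcium response was scored.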
D1 PAM = Potentiators of Human D1 Dopamine Receptor: qHTS; HEK293 TREx D1 cells, calcium flux, dopamine EC20 potentiation; D(1A) dopamine receptor (Homo sapiens), P21728; potentiation, % at 10 µM; 360,000 compounds, 0.036% hits; in the data active = potentiation above about 30%; note: 0% is about no effect
D2 potentiator = HTS Assay for Positive Allosteric Modulators of the Human D2 Dopamine Receptor: Primary Screen for Potentiators; D(2) dopamine receptor (Homo sapiens), P14416; potentiation, % at 10 µM; 340,000 compounds, 0.34% hits; HEK293 T-REx D2, calcium flux, EC20 dopamine potentiation;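 active = potentiation over 3 SD above the plate norm, cut at about 30% in these data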; note: 0% is about no effect
Target sequence (P14416 whole entry, looked up): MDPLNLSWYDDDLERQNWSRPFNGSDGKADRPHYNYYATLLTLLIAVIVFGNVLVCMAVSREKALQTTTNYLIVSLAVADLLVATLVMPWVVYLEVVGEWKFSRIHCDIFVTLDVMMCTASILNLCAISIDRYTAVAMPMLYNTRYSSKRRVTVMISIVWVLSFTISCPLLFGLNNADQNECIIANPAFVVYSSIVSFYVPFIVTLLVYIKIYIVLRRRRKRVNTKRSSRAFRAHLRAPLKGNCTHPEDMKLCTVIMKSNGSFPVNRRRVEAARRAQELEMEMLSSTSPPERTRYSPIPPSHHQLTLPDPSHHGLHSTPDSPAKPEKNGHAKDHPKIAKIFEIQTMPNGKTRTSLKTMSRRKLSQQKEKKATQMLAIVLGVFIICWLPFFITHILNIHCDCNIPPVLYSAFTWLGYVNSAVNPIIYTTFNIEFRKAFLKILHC
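Cells plated with tetracycline inducer and held overnight at 30 C; calcium dye loaded 30–90 min at room temperature; baseline taken, compound added and read 180 s; EC20 dopamine then added and read 180 s.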
RXFP1 antag = qHTS Assay for Antagonists of the Relaxin Receptor RXFP1; Relaxin receptor 1 (Homo sapiens), Q9HBX9; HEK293-RXFP1, relaxin-stimulated cAMP HTRF, 30 min; stronger effect = lower value; activity change, negative = inhibition, % at 57.5 µM; 350,000 compounds, 0.59% hits; AID 1259400, 2018;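 active = activity change of -60% or lower, but not beyond a set lower limit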; note: % is set by controls: 0 for no effect and ±100 for the full control effect
D2 ag = HTS Assay for Allosteric Agonists of the Human D2 Dopamine Receptor: Primary Screen for Agonists | activation, % at 2 µM | HEK293 T-REx D2 cells, calcium flux agonist mode | 340,000 compounds, 0.53% hits;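 active = activation over 3 SD above normal in the single-dose calcium agonist read, cut at about 30% in these data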; note: 0% is about no effect
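Calcium-flux readout, 1 cycle/sec over 180 s following compound pin transfer, in inducible HEK293 Trex D2 cells (force-coupled); dopamine controls included. Positive calcium responses during this window marked compounds as potential agonists.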
D1 antagonist = Antagonist of Human D 1 Dopamine Receptor: qHTS; D(1A) dopamine receptor (Homo sapiens), P21728; HEK293 TREx D1 cells, calcium flux, dopamine EC80; stronger effect = lower value; activity change, negative = inhibition, % at 10 µM; 360,000 compounds, 3.2% hits; in the data active = activity change below about -30%; note: % is set by controls: 0 for no effect and ±100 for the full control effect
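Compound effects on dopamine-evoked calcium signalling were measured in tetracycline-induced HEK293 Trex D1 cells. Dopamine at EC80 followed a 180 s compound pre-read, and fluorescence was tracked kinetically for 180 s more.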
D2 antag = HTS Assay for Allosteric Antagonists of the Human D2 Dopamine Receptor: Primary Screen for Antagonists | AID 485344, 2010 | HEK293 TREx D2 cells, calcium flux, dopamine EC80 | 340,000 compounds, 2% hits | inhibition, % at 10 µM; in the data active = inhibition above about 30%; note: 0% is about no effect
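Compounds are added to dye-loaded, induced HEK293 T-REx cells coupled to calcium release via D2; after a 3 min kinetic read an EC80 dopamine stimulus is given and fluorescence is recorded for 3 more min.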
* marks the source's active call; other numbers are inactive results; . = not tested or not shown.

nr	smiles	D1 agonist	RXFP1 ag	TRHR enhancer	D1 PAM	D2 potentiator	RXFP1 antag	D2 ag	D1 antagonist	D2 antag
1	CCN(c1ccccc1)S(=O)(=O)c1cc2c(cc1C)N(C)CCO2	0.5	1.5%	15.8	-5.5	-1.0	-9.0	1.6	14.8	-1.4
2	Clc1ccc(C2[C@H]3CN(CC4CCCCC4)[C@H](c4ccccc4)C34CC2(c2cccnc2)C4)cn1 (stereo partly drawn)	1.2	0.7%	-6.3	-3.6	-0.1	.	-0.1	6.4	-5.8
3	O=C(CN1C(=O)c2ccccc2C1=O)Nc1ccccc1F	0.5	0.4%	3.5	-0.5	8.2	0.7	0.0	-19.3	2.9
4	COc1ccc(OC)c(CNc2ncnc3c2nc2n3CCCC2)c1	-0.1	4.8%	-2.3	-1.9	-0.1	4.9	-0.6	-13.9	.
5	CCn1c(SCC(=O)NCc2cccs2)nc2c1c(=O)n(C)c(=O)n2C	3.8	2.5%	-6.8	-2.4	2.0	-4.3	-0.1	-22.2	-20.8
6	CCCCn1c(N)c(N(CC(C)C)C(=O)c2cccc(S(=O)(=O)N3CCCCC3)c2)c(=O)[nH]c1=O	1.3	-0.4%	-3.3	-2.8	-2.7	-3.0	1.9	-17.5	11.4
7	C#CCOCCOCCOCCNc1nc(N2CCOCC2)nc(N2CCN(C(=O)CCCCCCCCCCNC(=O)[C@H](CO)n3cc(CCCCCN)nn3)CC2)n1	3.4	1.9%	5.4	-0.3	0.8	.	-1.1	-3.5	-5.6
8	COc1ccccc1C(=O)Nc1cccc2c1CCCC2	5.0	4.4%	-4.1	-0.5	-1.5	-0.8	0.7	2.3	9.7
9	Cc1ccc(S(=O)(=O)N2CCC(C(=O)NC3CC(C)(C)NC(C)(C)C3)CC2)cc1C	1.2	1.3%	2.8	-5.8	-4.1	-5.5	0.6	-16.5	-8.4
10	CCN(CC)CCN1C(=O)C(=O)/C(=C(/O)c2ccc(S(=O)(=O)N3CCOCC3)cc2)C1c1ccc(C)cc1 (stereo not drawn)	1.9	-0.2%	2.0	9.2	-3.5	7.2	-0.5	2.0	19.7
11	CN(c1ccccc1)c1ccc(/C=C/[N+](=O)[O-])cc1	139.7*	0.3%	3.1	-13.6	7.0	-107.5*	-1.7	-52.3*	-3.4
12	Nc1cccc(S(=O)(=O)c2cccc(N)c2)c1	3.9	0.2%	4.6	-2.4	10.9	2.8	0.7	-5.4	-8.1
13	O=C(COc1ccccc1)N1CCN=C1SCc1ccccc1	0.0	5.4%	-0.3	8.4	4.4	-2.9	0.0	2.5	6.7
14	O=C(CSc1nnc(COc2ccccc2)o1)N1CCCC1	3.2	0.4%	5.6	-8.2	12.3	13.5	-0.3	-9.1	7.3
15	CCOc1ccc(-c2nnc(N)s2)cc1	3.2	0.6%	-9.1	-1.3	73.9*	-15.0	-0.3	-11.3	0.7
16	Cc1oc(C(C)(C)C)cc1C(=O)NC(Cc1ccccc1)C(=O)O (stereo not drawn)	2.5	-1.1%	5.3	2.5	-2.9	12.5	0.5	-0.7	-0.8
17	COc1cc(/C=N/NC(=O)COc2c(C)cc([N+](=O)[O-])cc2C)ccc1OC(=O)c1ccccc1Br	2.7	-0.6%	-2.0	-1.6	-4.4	-7.8	1.2	-5.4	6.1
18	Cc1ccc(S(=O)(=O)Nc2ccc3[nH]c(=O)[nH]c3c2)c(C)c1	3.1	0.5%	0.3	-2.9	0.1	-6.6	0.3	8.6	-22.0
19	O=C(Nc1ccccc1)NC1CS(=O)(=O)CC1O (stereo not drawn)	1.5	-0.7%	-1.7	-9.0	-1.3	-1.6	2.1	-41.5*	23.9
20	COCCCNC(=O)c1ccccc1Oc1ccccc1	0.4	2.5%	-1.5	-4.1	-7.7	-7.9	0.4	-10.8	7.0
21	COCCN(Cc1ccco1)C(=O)c1cc2c(Cl)nc3ccc(C)cc3c2s1	1.3	2.4%	4.2	-1.1	7.5	-17.0	0.6	2.3	.
22	OC(COc1cccc2ccccc12)CN1CCCC1 (stereo not drawn)	0.4	0.1%	10.5	-13.2	72.6*	-26.9	0.4	-5.7	-4.8
23	O=C(CCOc1ccccc1)Nc1ccnn1C1CCN(Cc2ccc(F)cc2)CC1	6.3	-0.1%	-2.9	0.8	-11.0	-6.1	1.3	-8.8	-18.9
24	CC1c2cccn2CCN1S(=O)(=O)c1ccccc1 (stereo not drawn)	2.0	-1.0%	-7.3	-5.6	-3.1	1.1	0.3	-18.3	24.0
25	N#CCSc1nc(Nc2ccc3c(c2)OCO3)c2ccccc2n1	-0.5	-0.3%	6.2	-4.3	-13.8	-17.6	-1.4	-0.5	-3.8
26	CC(C)(C)c1ccc(-c2noc(CCC(=O)N3CCOCC3)n2)cc1	6.6	-0.2%	0.3	1.1	0.2	0.3	0.9	-14.7	-8.0
27	NNC(=S)NC1CCCCC1	0.1	2.1%	0.3	-2.2	4.7	5.6	0.4	.	-4.9
28	N#CCCN(CCC#N)C(=O)COc1ccc(Cl)cc1Cl	-2.2	0.0%	3.5	-6.3	23.1	-3.7	0.3	-4.5	10.2
29	Cn1c(C(=O)NCCCN2CCCCCC2)cc2c(=O)n(C)c3ccccc3c21	-2.6	0.2%	-2.5	5.2	1.0	.	0.9	-6.2	-1.6
30	COC(=O)CC1COc2ccccc2N1S(=O)(=O)c1ccc(Br)cc1 (stereo not drawn)	1.1	1.2%	-3.9	0.0	0.3	-0.2	-0.9	2.3	20.9
31	Cc1cccc(S(=O)(=O)N2CCN(S(=O)(=O)c3ccc4c(c3)OCCO4)CC2)c1	5.2	.	2.3	1.8	.	.	.	-3.7	.
32	COC(=O)c1ccc(NS(=O)(=O)NC(=O)c2c[nH]c3ccccc23)cc1	3.1	-0.2%	1.9	-0.2	3.4	5.9	0.5	-2.8	-10.6
33	CCOc1ccccc1NC(=O)CN(C)S(=O)(=O)c1ccc(C(=O)N2CCOCC2)s1	-0.3	4.4%	-3.9	-1.1	0.5	.	-1.2	-25.8	.
34	COCc1cc(C)n(CC(=O)Nc2cccc(C)c2)c(=O)c1C#N	0.5	0.0%	6.4	3.5	-3.5	.	0.3	3.4	-0.2
35	CCCCOc1ccc(C(=O)Nc2ccc(CN3CCOCC3)cc2)cc1	18.5	1.2%	-5.8	-7.2	14.0	-5.9	-0.5	-35.5*	-19.7
36	CCc1ccc(Nc2n[n+](-c3ccccc3)c(/C=C/c3ccccc3)s2)cc1	1.2	1.1%	-6.3	0.7	7.8	.	-0.6	8.4	1.8
37	O=C1N/C(=N/Nc2ccccc2)S/C1=C\c1ccccc1	5.8	-7.3%	-2.5	-0.9	-4.3	.	0.4	10.2	4.8
38	Cc1cc(NC(=O)C2CCCN(S(=O)(=O)c3c(C)noc3C)C2)n[nH]1 (stereo not drawn)	4.7	0.8%	6.3	.	23.5	1.1	-0.8	-2.2	-15.1
39	Cc1cc(C)cc(CC2CC(=O)N(c3nc(C)cc(C)n3)C2=O)c1 (stereo not drawn)	1.2	1.4%	-9.4	-5.7	0.9	-4.0	-0.9	9.7	-0.6
40	CCO[C@H]1OC(C(=O)N2CCN(C)CC2)=C[C@@H](C(C)(C)C)[C@@H]1CCCO	3.6	0.6%	12.6	-3.1	-19.4	.	-0.2	0.2	0.1
41	Cc1ccc(C)c(NC(=O)COc2coc(CN3CCc4ccccc43)cc2=O)c1	9.5	-0.2%	-7.3	-0.8	-1.9	-10.2	0.6	2.3	-13.4
42	CCOC(=O)CSc1nnc(COc2cccc(C)c2)o1	5.8	-0.4%	-0.9	-2.5	5.2	10.3	-0.2	-16.6	2.5
43	CS(=O)(=O)N1CCC(C(=O)N2CCN(c3cccc(Cl)c3)CC2)CC1	2.5	-1.0%	1.6	-2.0	.	-3.5	0.2	-6.3	7.4
44	CCCn1c(SCC(=O)NC2CCCCC2)nnc1-c1ccco1	0.3	6.0%	10.2	-5.4	.	-2.4	.	-7.2	.
45	Cn1nc(C(F)(F)F)c(-c2ccc(F)cc2)c1NC(=O)c1cccnc1	6.3	4.3%	-1.7	-1.4	-5.2	-12.6	0.4	-17.5	0.5
46	COc1ccc(/C=N/N2CCN(C)CC2)cc1O	3.5	-0.1%	0.5	0.5	21.4	-5.6	-1.5	8.0	-3.5
47	Cc1ccc(Cl)cc1NC(=O)CC1Sc2ccccc2NC1=O (stereo not drawn)	0.2	2.2%	-0.8	-1.4	0.2	.	1.5	15.7	.

An excerpt of the results above, as a working copy:
nr	smiles	D1 agonist	RXFP1 ag	TRHR enhancer	D1 PAM	D2 potentiator	RXFP1 antag	D2 ag	D1 antagonist	D2 antag
39	Cc1cc(C)cc(CC2CC(=O)N(c3nc(C)cc(C)n3)C2=O)c1 (stereo not drawn)	1.2	1.4%	-9.4	-5.7	0.9	-4.0	-0.9	9.7	-0.6
40	CCO[C@H]1OC(C(=O)N2CCN(C)CC2)=C[C@@H](C(C)(C)C)[C@@H]1CCCO	3.6	0.6%	12.6	-3.1	-19.4	.	-0.2	0.2	0.1
41	Cc1ccc(C)c(NC(=O)COc2coc(CN3CCc4ccccc43)cc2=O)c1	9.5	-0.2%	-7.3	-0.8	-1.9	-10.2	0.6	2.3	-13.4
42	CCOC(=O)CSc1nnc(COc2cccc(C)c2)o1	5.8	-0.4%	-0.9	-2.5	5.2	10.3	-0.2	-16.6	2.5
43	CS(=O)(=O)N1CCC(C(=O)N2CCN(c3cccc(Cl)c3)CC2)CC1	2.5	-1.0%	1.6	-2.0	.	-3.5	0.2	-6.3	7.4
44	CCCn1c(SCC(=O)NC2CCCCC2)nnc1-c1ccco1	0.3	6.0%	10.2	-5.4	.	-2.4	.	-7.2	.
45	Cn1nc(C(F)(F)F)c(-c2ccc(F)cc2)c1NC(=O)c1cccnc1	6.3	4.3%	-1.7	-1.4	-5.2	-12.6	0.4	-17.5	0.5

Screening data (PubChem BioAssay)

This is a subset (hit frequency here may not be typical).
